# Bioassay records deposited in PubChem BioAssay by National Center for Advancing Translational Sciences (NCATS).
# HT1080 IDH1KD tx – qHTS for induction of synthetic lethality in tumor cells producing 2HG: qHTS for the HT-1080-IDH1KD cell line; HT-1080 IDH1 knockdown viability, ATP luminescence, 48 h; Potency, µM (doses to about 46.1 µM), without a hit: at the highest dose activity, negative = toxicity, actives largely listed as cytotoxic; 360,000 tested, 2% active; AID 686971, 2013;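 also: potency is read from the fitted curve at half-maximal effect; 0% = DMSO wells and -100% = cell-free medium wells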
#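 Knockdown cells (IDH1KD HT-1080) received compounds 2 h after plating at 750 cells/well and were kept 48 h at 37 °C in 5% FBS RPMI. A CellTiter-Glo luminescence read gave % activity for curve fitting.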
# KB-V1 MDR tox – qHTS assay for MDR1-selective chemotherapeutics: Primary screen using the drug-selected MDR subline cells KB-V1. KB-V1 MDR cells viability, CellTiter-Glo, 72 h. Potency, µM (highest dose often 46.1 µM), for inactives: top-dose activity change, negative = cytotoxicity, usual class: cytotoxic. 400,000 tested, 3.4% active. AID 1347076, 2019; also: potency is read from the fitted curve at half-maximal effect; % is scaled to controls: 0 for no effect and ±100 for the full control effect; nearly all actives have a fitted effect of over 60% in size
#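 Compound-treated KB-V1 multidrug-resistant cells, 72 h, 37 degrees C; viability by CellTiter-Glo. Fitted qHTS curves give the values.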
# SW480 rereplic – A quantitative high throughput screen for small molecules that induce DNA re-replication in SW480 colon adenocarcinoma cells; SW480 DNA re-replication, Hoechst DNA content imaging, 48 h; Potency, µM (highest dose often 46.1 µM), inactives show at the top dose re-replication activation, hits mostly activators; 340,000 tested, 1.8% active; also: potency is read from the fitted curve at half-maximal effect; % of control where 0% means no effect; nearly all actives have a fitted effect of over 55% in size
#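 Cells (250 per well) received 23 nL compound or DMSO by pin tool and were kept 48 hr at 37 C, 5% CO2. Nuclei were then stained with Hoechst for 40 min and scanned for DNA content.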
# D3 ag – qHTS of D3 Dopamine Receptor Agonist: qHTS. D(3) dopamine receptor (Homo sapiens), P35462. D3R DiscoveRx beta-arrestin cells, luminescence, 90 min. max activation, %. 410,000 tested, 0.58% active; in the data active = max activation above about 30%; also: 0% is about no effect; mostly tested at two doses, the higher about 12 µM
# Target sequence (P35462 whole entry, looked up): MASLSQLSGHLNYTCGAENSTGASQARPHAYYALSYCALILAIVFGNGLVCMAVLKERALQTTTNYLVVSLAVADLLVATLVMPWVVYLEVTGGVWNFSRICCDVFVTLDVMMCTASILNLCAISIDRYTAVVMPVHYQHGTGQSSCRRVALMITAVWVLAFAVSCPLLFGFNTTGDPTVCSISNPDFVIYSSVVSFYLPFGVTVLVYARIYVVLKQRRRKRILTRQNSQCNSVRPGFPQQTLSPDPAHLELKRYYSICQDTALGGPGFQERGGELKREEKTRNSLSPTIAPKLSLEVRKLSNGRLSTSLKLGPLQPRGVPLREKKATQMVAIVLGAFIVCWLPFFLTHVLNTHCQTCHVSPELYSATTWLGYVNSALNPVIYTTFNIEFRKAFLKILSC
#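 Agonist-mode cell screen: cells plated at 1500/well and incubated overnight at 37 °C, then exposed to library compounds for 90 min at 37 °C. Detection reagent was added for 30–60 min at room temperature, and luminescence was read.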
# MCF10A rerep – A quantitative high throughput screen for small molecules that induce DNA re-replication in MCF 10a normal breast cells; MCF 10A DNA re-replication, Hoechst nuclear intensity, 48 h; Potency, µM (highest dose often 46.1 µM), without a hit: top-dose activity, positive = re-replication, actives largely listed as activators; 350,000 tested, 2.9% active; AID 624296, 2012; also: potency is read from the fitted curve at half-maximal effect; % of control where 0% means no effect; nearly all actives have a fitted effect of over 50% in size
# HT1080NT lethal – qHTS for induction of synthetic lethality in tumor cells producing 2HG: qHTS for the HT-1080-NT fibrosarcoma cell line | HT-1080-NT fibrosarcoma viability, CellTiter-Glo ATP luminescence, 48 h | Potency, µM (top dose mostly 46.1 µM), inactives show at the highest dose activity, negative = less viability, usual class: cytotoxic | 360,000 tested, 1.6% active;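 also: NT is the 2HG producing partner of a matched IDH1 knockdown line; potency is read from the fitted curve at half-maximal effect; 0% = DMSO-treated cells and -100% = media-only wells without cells; nearly all actives have a fitted effect of over 55% in size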
#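 Fibrosarcoma NT cells, 750 per well in 5% FBS RPMI, were exposed to compound for 48 hours. Viability: CellTiter-Glo luminescence.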
# HEK293 tox – qHTS of GLP-1 Receptor Inverse Agonists: Cytotox Screen | HEK293 cAMP-luciferase reporter cells, luminescence, 24 h | Potency, µM (series often up to 38.3 µM), for the others: top-dose activity change, negative = inhibition, most hits filed as inhibitors | 410,000 tested, 0.13% active | AID 624418, 2012;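 also: loss of luciferase light is scored as toxicity; potency is read from the fitted curve at half-maximal effect; % is scaled to controls: 0 for no effect and ±100 for the full control effect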
#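 Cells in DMEM/10% Nu serum/1% pen-strep, 1536-well format. Pre-incubated 12 h, dosed with 23 nL compound, incubated a further 24 h. Luciferase detection, 12 min at room temp, luminescence.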
# KB-3-1 tox – qHTS assay for MDR1-selective chemotherapeutics: Primary screen using the parental adenocarcinoma cell KB-3-1; 400,000 tested, 1.4% active; Potency, µM (highest dose often 46.1 µM), for the others: top-dose activity change, negative = cytotoxic, actives largely listed as cytotoxic; KB-3-1 viability, CellTiter-Glo ATP luminescence, 72 h; also: potency is read from the fitted curve at half-maximal effect; % is scaled to controls: 0 for no effect and ±100 for the full control effect; nearly all actives have a fitted effect of over 60% in size
#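 Cells are dispensed, compounds pinned in, plates held at 37 °C for 72 h, then CellTiter-Glo is added and luminescence read after 10 minutes. Cell line: parental KB-3-1 in phenol-red-free DMEM, 10% FBS.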
# IL-1B inflam inh – qHTS for Inhibitors of Inflammasome Signaling: IL-1-beta AlphaLISA Primary Screen | THP-1 LPS/ATP IL-1B secretion, AlphaLISA, 16 h; hits give low values | activity change, % at 57.5 µM | 360,000 tested, 4.7% active; in the data active = activity change below about -50%; inconclusive = mostly about -30% to -49%; also: % is scaled to controls: 0 for no effect and ±100 for the full control effect
#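 Secreted IL-1B measured by AlphaLISA bead assay after 16 h compound exposure of THP-1 cells; compounds (final up to 57.5 uM) added 1 h before LPS (250 ng/mL) and ATP (1.25 mM) stimulation; lower signal means less secretion.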
# The depositor's hits bear a star; ? = inconclusive; nt = no result given; [ ] = another dose, or the depositor's remark. Unless noted, calls follow the shape of the dose curve; as a rule, active = well fitted curve in the direction sought with a large enough effect; inconclusive = small, poorly fitted or top-dose-only effect, or another doubt; inactive = no such curve, though single readings can be large; an effect the other way counts as inactive or inconclusive.
SMILES,HT1080 IDH1KD tx,KB-V1 MDR tox,SW480 rereplic,D3 ag,MCF10A rerep,HT1080NT lethal,HEK293 tox,KB-3-1 tox,IL-1B inflam inh
O=C(CC1C(=O)NCCN1Cc1ccccc1C(F)(F)F)NC1CCCC1 (stereo not given),-7.9%,nt,5.7%,-24.7,0.1%,-3.6%,3.4%,nt,-0.1
CC1CCN(C(=O)C2COc3ccccc3C2)CC1 (stereo not given),nt,?,nt,-10.3,nt,nt,0.5%,8.8%,nt
O=C(NC1CCCC1)c1cccc(S(=O)(=O)N2CCCC2)c1,-1.4%,16.6%,-9.8%,-4.0,-0.8%,-2.2%[9.24 µM],0.1%,8.0%,14.0
CN(C(=O)c1cccc(C#CC(C)(C)O)c1)C1CCCN(Cc2ccccc2F)C1 (stereo not given),4.9%,0.6%,8.4%,-6.7,-1.5%,-0.1%,0.8%,-0.2%,0.0
COC(=O)CC(=O)CSc1nc2c(cc1C#N)CCC2,?,?,?,5.1,1.64µM*,?,22.5%,5.8%,8.5
Cc1ccc(C(C)C)c(OCc2ccc(C(=O)N/N=C/c3ccc(C(=O)O)cc3)cc2)c1,2.8%,?,-1.4%,0.7,?,0.0%,-19.3%,-17.0%,14.9
CCCC(NC(=O)Cc1c(C)c2c(cc(C)c3c(C)coc32)oc1=O)C(=O)O (stereo not given),14.6%,12.7%,21.2%,2.7,-1.1%,22.0%,1.9%,-0.2%,8.5
CCOC(=O)c1nnn(-c2nonc2-n2cccc2)c1CN1CCCCC1,-2.8%,9.4%,-0.9%,-4.9,7.4%,-0.2%,-13.4%,-4.4%,-10.1
Cc1cccc(NC(=O)CNC(=O)COc2ccc(-c3ccc(C#N)cc3)cc2)c1C,-4.1%,7.7%,8.4%,1.6,-0.5%,-4.3%,3.0%,-8.0%,5.3
CCSc1nc2ccccc2c(OCc2ccccc2Cl)c1C(=O)OC,nt,4.5%,nt,7.4,nt,nt,4.2%,2.9%,nt
COc1ccc(C)c2sc(NC(=O)c3ccc(S(=O)(=O)N4CCCC4)cc3)nc12,nt,0.0%,nt,5.4,nt,nt,1.0%,6.5%,nt
CCOC(=O)N(NC(=O)C(O)(c1ccccc1)c1ccccc1)c1ccccc1,13.8%,-3.5%,2.91µM*,-3.7,4.2%,11.0%,6.4%,0.0%,-6.2
O=C(/C=C/c1ccc2c(c1)OCO2)Nc1c(C(=O)O)[nH]c2ccccc12,-6.7%,-9.3%,-1.0%,-12.8,1.6%,-8.6%,7.2%[1.53 µM],?,-1.0
NC(=O)COc1ccc(Cc2ncc(C(F)(F)F)cc2Cl)cc1,-5.7%,-9.1%,-2.7%,4.1,14.5%,5.7%,0.4%,2.5%,20.2
CCN(CC)S(=O)(=O)c1ccc(N2CCN(c3cccc(OC)c3)CC2)c([N+](=O)[O-])c1,?,2.91µM*,-6.0%,-4.9,1.0%,-3.3%,5.1%,-33.3%,-13.0
Cc1cccc(C(=O)NNC(=O)c2ccccc2C)c1,12.6%,-3.5%,-10.6%,0.5,-5.5%,1.4%,2.7%,5.9%,-6.6
CCOc1ccc(NC(=S)N/N=C(\C)Cc2ccc(OC)cc2)cc1,16.7%,11.2%,9.1%,-1.8,18.6%,?,-20.5%,11.1%,0.9
O=C(CSc1nnc(Cc2ccccc2)n1Cc1ccccc1)NCc1ccco1,-2.3%,-4.6%,0.2%,-5.6,14.0%,10.8%,0.2%,-8.2%,31.6
CCC(C)[C@H](NC(=O)NCc1ccco1)C(=O)O (stereo not given in full),4.1%,0.2%,-3.7%,-6.1,-17.1%,2.2%,-1.5%,6.6%,2.7
COc1ccc(C(CNC(=O)c2ccc(S(=O)(=O)N(C)C)cc2)N2CCCC2)cc1 (stereo not given),17.2%,-20.0%,-4.7%,-12.4,-0.5%,18.2%,-11.2%[0.307 µM],-6.1%,-4.9
CCN(CC)CCOC(=O)/C=C/c1ccccc1OC,-0.7%,-12.8%,-5.9%,-4.6,-4.1%,0.3%,-1.6%,-15.7%,-8.4
O=C(NCC(c1cccnc1)N1CCOCC1)C(=O)Nc1ccc(Cl)cc1 (stereo not given),nt,10.0%,nt,5.9,nt,nt,1.7%,13.1%,nt
CNC(=S)N(Cc1cc2cc(C)cc(C)c2[nH]c1=O)C1CCCC1,-19.2%,-7.2%,18.3%,-12.0,-6.8%,-20.0%,-14.7%,-1.7%,-1.1
COc1ccc(-c2oc3c(c2C#CC2(O)CCCCC2)C(OC(C)=O)CCC3)cc1 (stereo not given),?,?,nt,2.8,nt,?,-5.7%,-9.8%,0.0
O=C(NCC1CCCO1)c1ccc2c(c1)S(=O)(=O)c1ccccc1C2=O (stereo not given),9.4%,-10.0%,5.0%,8.8,2.2%,-2.9%,11.2%,22.0%,-19.8

# Compound profiles (already shown). Order of values: HT1080 IDH1KD tx | KB-V1 MDR tox | SW480 rereplic | D3 ag | MCF10A rerep | HT1080NT lethal | HEK293 tox | KB-3-1 tox | IL-1B inflam inh
# CCOC(=O)N(NC(=O)C(O)(c1ccccc1)c1ccccc1)c1ccccc1 reads 13.8% | -3.5% | 2.91µM* | -3.7 | 4.2% | 11.0% | 6.4% | 0.0% | -6.2
# CN(C(=O)c1cccc(C#CC(C)(C)O)c1)C1CCCN(Cc2ccccc2F)C1 (stereo not given) reads 4.9% | 0.6% | 8.4% | -6.7 | -1.5% | -0.1% | 0.8% | -0.2% | 0.0
# CCSc1nc2ccccc2c(OCc2ccccc2Cl)c1C(=O)OC reads nt | 4.5% | nt | 7.4 | nt | nt | 4.2% | 2.9% | nt

# New compounds follow
SMILES,HT1080 IDH1KD tx,KB-V1 MDR tox,SW480 rereplic,D3 ag,MCF10A rerep,HT1080NT lethal,HEK293 tox,KB-3-1 tox,IL-1B inflam inh
Cc1ccc(C(O)c2ncc(-c3cccc(C(F)(F)F)c3)[nH]2)cc1 (stereo not given),-29.4%,-0.7%,nt,-11.5,nt,-29.1%,7.4%,0.0%,-11.9
O=c1oc2ccccc2cc1-c1nc(-c2cccc(Cl)c2)cs1,nt,?,nt,9.9,nt,nt,-3.6%,5.5%,nt
COc1ccc(-n2ncc3c2CC(C)(C)CC3NC(=O)Cc2nonc2C)cc1 (stereo not given),-1.3%,-0.3%,-12.5%,-0.1,-1.5%,1.7%,-5.4%,-9.1%,-11.4
O=c1ccc(-c2ccc(S(=O)(=O)N3CCN(c4ccccc4)CC3)o2)n[nH]1,1.6%,?,9.0%,-1.4,2.6%,17.2%,3.6%,2.5%,14.9
CCOC(=O)c1ccccc1NC(=O)c1sc2ncn(Cc3cccc(F)c3)c(=O)c2c1C,nt,0.0%,nt,2.2,nt,nt,4.4%,6.0%,nt
CCN(CC)c1ccc2c(C)c(-c3ccc(N)cc3)c(=O)oc2c1,-25.4%,-19.5%,8.2µM*,4.3,3.66µM*,-28.4%,nt,?,?
N#Cc1nc(COc2ccccc2)oc1NCCN1CCOCC1,0.5%,1.5%,7.4%,4.6,1.0%,-1.9%,17.2%,0.0%,3.2
CCc1nc(SCC(=O)NCCc2ccc(OC)c(OC)c2)c2c(=O)n(C)c(=O)n(C)c2n1,2.3%,1.1%,-4.8%,1.4,2.4%,6.0%,-6.9%,5.8%,-6.7
CCC(=O)N1CCC1(C)C(=O)Nc1cc(OC)ccc1OC (stereo not given),25.5%,4.5%,nt,4.6,nt,12.8%,-8.7%,0.0%,18.3
Cc1c(C=O)n(C)n(-c2ccccc2)c1=O,12.1%,-0.5%,?,15.0,?,10.0%,15.5%,0.0%,3.7
COc1ccc(S(=O)(=O)N2CCCC(C(=O)NCC3CCCO3)C2)cc1C (stereo not given),1.1%,?,0.2%,0.7,1.4%,0.9%,-8.8%,-4.6%,1.6
O=c1c(-c2ccco2)[n+]([O-])c2ccccc2n1OCc1c(F)cccc1F,0.9%,1.4%,?,4.6,?,1.0%,?,-0.7%,10.0
Cc1cccc2nc3c(nc12)CCCC3,0.2%,-7.0%,-2.9%,-0.6,12.2%,-2.2%,-1.3%,1.7%,-16.5
CCOC(=O)c1cnc(Nc2nc3ccccc3o2)nc1CSc1ncccn1,-0.8%,-8.0%,-2.5%,8.5,10.4%,-3.4%,?,6.3%,-6.9
CCOc1ccc(N2CC(C(=O)Nc3ccc4c(c3)OCCO4)CC2=O)cc1 (stereo not given),1.1%,5.1%,-2.2%,1.3,-0.3%,-5.1%,-1.6%,5.17µM*,7.3
O=C(c1cc2cc(F)ccc2[nH]1)N1CCc2ccccc21,-0.4%,23.7%,-4.9%,0.0,16.2%,0.4%,-9.6%,-0.6%,48.1
NC(=O)c1ccc(NC(=O)CN2CCN(S(=O)(=O)c3ccc4ccccc4c3)CC2)cc1,-2.6%,9.5%,0.4%,-5.2,20.4%,-7.7%,7.9%,-2.8%,30.7
CCCCSc1nnc(CSc2ncccn2)n1C,16.9%,1.2%,9.7%,1.9,-1.9%,17.2%,4.2%,1.3%,23.5
COc1ccc(NC(=O)CSc2nnc(-c3cccs3)n2C)cc1OC,0.2%,9.5%,-5.3%,1.0,260.3%[0.0737 µM],9.2%,12.4%,2.1%,11.3
N#CCC(=O)Nc1ccc(C(=O)OC(C(=O)Nc2cc(C(F)(F)F)ccc2Cl)c2ccccc2)cc1 (stereo not given),-27.8%,14.6µM*,?,-6.9,?,-4.3%,-25.4%,?,-3.0
CC1CC(=Cc2ccc(N)cc2)C(=O)O1 (stereo not given),-3.9%,11.3%,-3.5%,6.5,-1.0%,4.7%,-0.2%,-0.9%,-12.7
